NPR1 activator – GC-A stimulated cGMP production enhancers – HEK293 GC-A cells, cGMP TR-FRET, EC30 ANP, primary screen. Atrial natriuretic peptide receptor 1 (Homo sapiens), P16066. 0% at EC30 ANP, 100% saturating ANP. activation, % at 10 µM. 0.14% of 370,000 active. AID 1671463, 2021; in the data active means activation above about 40%
Target sequence (P16066 whole entry, looked up): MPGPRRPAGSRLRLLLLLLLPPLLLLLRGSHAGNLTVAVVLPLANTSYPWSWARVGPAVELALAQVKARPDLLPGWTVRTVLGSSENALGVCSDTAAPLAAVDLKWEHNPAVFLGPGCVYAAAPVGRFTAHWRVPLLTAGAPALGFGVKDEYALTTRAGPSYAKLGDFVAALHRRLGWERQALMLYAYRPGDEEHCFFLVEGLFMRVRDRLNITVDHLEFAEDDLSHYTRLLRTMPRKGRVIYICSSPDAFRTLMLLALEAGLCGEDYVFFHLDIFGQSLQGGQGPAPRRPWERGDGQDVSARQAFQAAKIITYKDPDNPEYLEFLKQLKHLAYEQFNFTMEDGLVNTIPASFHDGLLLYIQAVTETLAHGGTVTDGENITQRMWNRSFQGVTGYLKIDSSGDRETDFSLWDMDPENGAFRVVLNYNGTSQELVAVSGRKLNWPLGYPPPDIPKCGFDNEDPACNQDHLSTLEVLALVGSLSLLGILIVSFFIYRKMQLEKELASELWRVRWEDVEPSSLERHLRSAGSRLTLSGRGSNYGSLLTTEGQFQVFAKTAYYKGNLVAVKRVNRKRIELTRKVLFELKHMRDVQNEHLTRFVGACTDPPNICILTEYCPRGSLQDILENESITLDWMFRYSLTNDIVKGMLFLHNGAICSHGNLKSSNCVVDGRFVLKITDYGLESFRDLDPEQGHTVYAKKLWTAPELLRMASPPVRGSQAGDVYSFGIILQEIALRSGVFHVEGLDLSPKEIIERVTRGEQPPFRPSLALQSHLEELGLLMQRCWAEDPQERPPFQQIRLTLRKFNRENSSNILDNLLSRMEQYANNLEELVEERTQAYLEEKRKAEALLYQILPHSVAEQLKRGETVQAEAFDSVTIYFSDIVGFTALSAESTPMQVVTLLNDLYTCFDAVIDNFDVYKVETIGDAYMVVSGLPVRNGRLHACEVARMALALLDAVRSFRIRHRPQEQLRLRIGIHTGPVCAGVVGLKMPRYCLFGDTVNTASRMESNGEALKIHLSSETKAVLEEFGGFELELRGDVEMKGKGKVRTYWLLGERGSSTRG
SMARCA2 act – SMARCA2 (BRM) function activators, primary screen, cell-based, luminescence, high throughput | MG213 cells, MMTV-luciferase reporter, dexamethasone, overnight | activation, % at 9.1 µM | 1% of 370,000 active | AID 652017, 2013; in the data active means activation above about 7.8%;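 further: 0% = vehicle wells and 100% = reference activator wells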
ssDAF12 agonist – S. stercoralis DAF-12 nuclear receptor activators, primary screen, cell-based, luminescence, HEK293, GRIP1 co-expression, lit1-tk-luc; Nuclear hormone receptor DAF-12 (Strongyloides stercoralis); HEK293 ssDAF-12/GRIP1 lit1-tk-luc reporter; % of 3 µM dafachronic acid response; activation, % at 6.8 µM; 1% of 370,000 active;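 active means activation above the mean over all tested compounds plus 3 SD, cut at about 0.9% in these data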;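 further: 0% = DMSO-only wells and 100% = 3 µM delta7-dafachronic acid wells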
GAA850 FXN act – FXN promoter activators, primary screen, cell-based, luciferase luminescence, HEK293 lucGAA850 | HEK293 lucGAA850 FXN promoter luciferase reporter, 24 h; percent of 10 µM SAHA response | activation, % at 6 µM | 0.56% of 360,000 active | AID 540364, 2011;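 active means activation above the average of all compounds screened plus 3 SD, cutoff fixed separately per campaign, cut at about 7.5% in these data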;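 further: 0% = DMSO wells and 100% = 10 µM SAHA wells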
DAX1 inh-1 – DAX1 (NR0B1) inhibitors on StAR promoter, primary screen, cell-based, luminescence, SF-1 (NR5A1), full-length DAX-1; HEK293T StAR-luciferase reporter, SF-1/DAX-1 repression relief; inhibition, % at 6.8 µM; 1.1% of 370,000 active; AID 652010, 2013;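 active means inhibition above the mean over all tested compounds plus 3 SD, cut at about 3.6% in these data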;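 further: 0% = DAX-1 cells with DMSO and 100% = cells lacking DAX-1 with DMSO; higher inhibition means more luminescence from relief of DAX-1 repression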
NPR2 activator – human GC-B receptor activators, primary screen, HEK293 GC-B cells, cGMP TR-FRET, EC30 CNP. 0% at EC30 CNP, 100% saturating CNP. activation, % at 10 µM. 0.11% of 370,000 active. AID 1920062, 2024;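 active means activation at 10 µM reaching about 35% in either raw or pattern-adjusted values, limit read from the data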
sPLA2-III inh – human group III sPLA2 inhibitors, primary screen, biochemical, QFRET, BODIPY PC-A2 liposome substrate | 0.56% of 370,000 active | inhibition, % at 12.2 µM | AID 743126, 2013 | QFRET BODIPY PC-A2 liposome hydrolysis, fluorescence | Group 3 secretory phospholipase A2 (Homo sapiens), Q9NZ20;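 active means inhibition above mean plus 3 SD of compounds lying within the high and low control bounds, cut at about 19% in these data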;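 further: 0% = median of test compound wells and 100% = no enzyme DMSO wells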
hgDAF-12 ag – H. glycines DAF-12 receptor agonists, primary screen, cell-based, luminescence, HEK293, GAL4 fusion, UAS-luciferase. HEK293 GAL4-hgDAF12 UAS-luciferase reporter, agonist luminescence; normalized to butyrate control. activation, % at 6.8 µM. 1.8% of 370,000 active;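 active means activation above a cutoff set at the mean of all screened compounds plus 3 SD, cut at about 10% in these data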;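 further: 0% = DMSO wells and 100% = sodium butyrate wells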
hcDAF12 agonist – H. contortus DAF-12 nuclear receptor activators, primary screen, cell-based, luminescence, HEK293, lit1-tk-luc reporter; HEK293 hcDAF-12 lit1-tk-luc reporter; 0% DMSO, 100% Δ7-dafachronic acid; activation, % at 6.8 µM; 1.4% of 370,000 active;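 active means activation above the mean of all tested compounds plus 3 SD, cut at about 5.5% in these data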;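 further: 100% = response to 3 µM Δ7-dafachronic acid high control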
ADAM10 inh – human ADAM10 inhibitors, primary screen, biochemical, QFRET, HTS; Disintegrin and metalloproteinase domain-containing protein 10 (Homo sapiens), O14672; recombinant ADAM10, EDANS/DABCYL FRET peptide cleavage, 3 h; inhibition, % at 7 µM; 0.62% of 370,000 active; AID 720582, 2013;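 active means inhibition above a per-campaign cutoff equal to the mean of compounds falling between control-based bounds plus 3 SD, cut at about 20% in these data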;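 further: 0% = DMSO wells while the 100% control is not disclosed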
DAX1 inh-2 – DAX1 (NR0B1) inhibitors, primary screen, cell-based, HEK293, Gal4-DAX1, luciferase luminescence. 0.99% of 340,000 active. HEK293 Gal4-DAX1 luciferase reporter. inhibition, % at 6.75 µM. AID 504766, 2011;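 active means inhibition above the mean over all tested compounds plus 3 SD, cut at about 4.2% in these data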;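 further: 0% = DAX1-transfected cells with DMSO and 100% = empty-vector control cells with DMSO; inhibition shows as a rise in luminescence from relieved DAX1 repression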
Numbers without * were called inactive; . = not tested or not shown.

smiles,NPR1 activator,SMARCA2 act,ssDAF12 agonist,GAA850 FXN act,DAX1 inh-1,NPR2 activator,sPLA2-III inh,hgDAF-12 ag,hcDAF12 agonist,ADAM10 inh,DAX1 inh-2
CCc1nnc(N/N=C/c2c(Cl)cccc2Cl)n1N,-6.1,5.5,-1.8,1.7,-2.9,-2.5,0.3,-4.4,-2.4,-0.1,-1.2
Cc1ccc2nc(-c3ccccc3)cc(C(=O)NCCCn3ccnc3)c2c1,3.4,-1.5,-0.9,2.5,-0.5,-6.2,-22.5,-1.9,-0.5,-182.4,0.9
N#CCC(=O)NN=C1CCCCCCCCCCC1,-3.2,-0.3,-1.6,-0.4,0.1,-1.6,-18.4,-0.3,-0.7,2.3,2.5
O=C(NN=C1c2ccccc2-c2ccccc21)c1ccccc1Br,-12.0,-3.1,-0.6,-1.2,0.2,-2.6,-7.6,2.4,-1.0,2.6,-0.2
CC(C)C[C@H](NC(=O)C1CC(=O)N(c2ccc3c(c2)OCCO3)C1)C(=O)NC1CCCC1 (stereo partly specified),0.2,4.3,-1.6,-0.7,-2.4,1.0,5.1,-2.1,-0.8,-9.6,0.1
CC1Cc2ccccc2N1C(=O)COC(=O)c1ccc(Cl)nc1 (stereo unspecified),1.8,-1.1,-1.9,-0.1,0.5,3.6,-0.5,-1.8,-1.5,4.6,-0.6
Cc1ccsc1/C=N/Nc1ccc(Cl)nn1,2.6,3.1,-1.1,4.2,0.2,-0.8,-2.6,3.4,-0.5,-1.7,2.4
CN(c1ccccc1)S(=O)(=O)c1ccc(C(=O)NCc2ccc(F)cc2)cc1,-1.9,-2.9,-1.4,-5.0,-1.0,-1.6,-17.7,-1.7,-0.7,2.5,-1.2
Cc1cc(=O)oc2cc(OCC3CC(c4ccc(N(C)C)cc4)=NO3)ccc12 (stereo unspecified),-5.0,-1.6,-0.7,2.1,-0.3,0.9,-1.7,1.6,0.7,-25.4,-0.8
Cc1c(C(=O)N2CCCCC2)sc(N)c1C#N,0.9,-3.8,-1.0,1.6,0.7,0.4,-0.9,1.7,-0.6,2.4,2.2
COc1ccc(CNCc2ccco2)cc1OCc1ccccc1,-16.1,-0.2,-0.6,-0.7,0.8,-7.9,-10.8,2.9,1.4,-5.0,-0.3
CSc1nc(-c2ccccc2)ccc1C(N)=O,1.0,-0.1,-1.0,1.0,0.4,-1.1,-2.8,7.0,0.2,3.4,-0.4
FC(F)(F)c1ccc(N=Cc2sc(N3CCOCC3)nc2-c2ccccc2)cc1,-0.6,1.3,-0.6,1.0,-0.4,-4.6,-0.9,-1.2,0.4,-18.4,-0.3
O=C(N1CCN(Cc2ccccc2)CC1)C(Cl)(Cl)Cl,1.2,-2.7,-0.9,0.6,0.7,3.7,6.2,2.3,0.5,-3.5,2.3
COCCNC(=S)N1CCN(S(=O)(=O)c2ccc(Cl)s2)CC1,1.6,-0.1,-0.9,1.0,-1.3,1.1,1.7,-0.9,0.2,-1.7,-1.3
CCCn1c(=N)n(CC(=O)c2ccc(Cl)c(Cl)c2)c2ccccc21,-13.2,-1.3,-0.4,0.0,0.0,-1.0,0.9,1.1,1.0,-11.4,0.6
CCC(C)(C)n1nnnc1C(c1ccccn1)N1CCN(c2cccc(OC)c2)CC1 (stereo unspecified),0.6,-1.2,-1.0,0.3,-0.3,-3.4,0.5,2.2,-2.5,2.5,-1.2
CC1CN(C2CCN(S(=O)(=O)c3ccc(F)cc3)CC2)CC(C)O1 (stereo unspecified),-1.6,-0.3,-0.8,0.6,-0.5,-1.3,-2.6,-0.6,0.5,-0.1,1.0
Cc1c(/C(O)=C2\C(=O)C(=O)N(CCN(C)C)C2c2cccnc2)cnn1-c1ccccc1 (stereo unspecified),-0.6,-3.4,-1.3,-0.3,-0.2,6.7,2.8,-0.9,-1.0,6.8,0.0
CC1(NC(=O)Nc2cccc3ccccc23)CCS(=O)(=O)C1 (stereo unspecified),-4.6,-1.3,-0.6,3.4,0.0,1.1,6.3,0.2,-0.1,-26.8,-0.2
Cc1ccc(S(=O)(=O)N(Cc2cc3ccccc3[nH]c2=O)c2cccc(C)c2)cc1,-6.8,-1.3,-0.6,0.9,0.7,9.8,8.9,4.4,0.3,-1.3,3.6
CCOC(=O)CSc1cc(=O)n(C)c2cc(Cl)ccc12,0.3,1.3,-1.0,-0.6,-0.4,-1.4,-2.8,-0.3,0.6,-2.4,-0.8
CN(C)c1ccc(-c2cccc(C3CC=CC4C3C(=O)N(Cc3ccccc3)C4c3ccc(C(F)(F)F)cc3)c2)cc1 (stereo unspecified),3.6,1.2,-0.9,-0.9,1.5,0.0,-6.7,-0.8,1.1,-1.9,1.8
COc1ccc(CCNC(=O)C2CCCN2C(=O)Nc2ccc(Cl)cc2)cc1OC (stereo unspecified),0.1,-2.7,-1.8,0.0,-0.1,5.5,6.2,-0.4,-2.1,-5.8,2.9
Cc1ccc(S(=O)(=O)N2C[C@H]3[C@H]4C(=O)N(Cc5ccccc5)C(=O)[C@H]4CC(=O)[C@H]3[C@@H]2c2ccccc2F)cc1,-2.3,-0.4,-1.1,.,-1.2,-5.8,-34.4,-3.1,-0.5,6.3,.
O=C(O)c1c[nH]c2ccc(F)cc2c1=O,-4.2,-0.7,-1.1,1.6,0.7,-2.0,7.1,2.9,-1.3,6.7,0.2
COC(=O)[C@]12C[C@H](CC(=O)NCCCCc3ccccc3)C(=O)N(CCc3ccc(OC)c(OC)c3)C1=C[C@H](C(C)C)O[C@@H]2C1CC1,-5.6,-2.9,-1.4,.,-1.3,-1.6,-20.6,2.6,-3.7,12.5,.
C[C@H]1COc2cc(Br)ccc2S(=O)(=O)N1Cc1cn(Cc2ccc(Cl)cc2)nn1,-5.9,-1.2,-1.9,.,-1.1,-0.5,-2.7,1.2,-1.2,7.0,.
COC(=O)C(CC(C)C)NC(=O)/C=C/c1ccc(Cl)cc1 (stereo unspecified),3.5,0.0,-1.0,-2.3,-0.2,-7.9,-4.5,-1.2,-2.2,2.0,0.5
COc1cc2[nH]c(=O)n(CCC(=O)NC3CCN(Cc4ccccc4)CC3)c(=O)c2cc1OC,1.4,5.3,-0.5,-1.8,0.0,-4.7,1.9,-0.1,-2.7,-17.3,0.2
CS(=O)(=O)N1CCCC(C(=O)NC2CCCCCCC2)C1 (stereo unspecified),0.8,-3.0,-2.1,-0.1,-0.2,3.1,10.6,0.7,-1.6,2.1,1.4
CCCNc1c(NC(=O)c2ccc3c(c2)OCO3)c(=O)oc2ccccc12,-0.5,0.0,-1.2,-1.5,0.4,1.5,9.6,-1.1,0.5,2.0,-0.3
CC1=NN(Cc2ccccc2)C(=O)C1,-3.0,10.2*,-1.3,-2.6,-0.9,-0.9,-1.2,-3.8,-2.3,3.5,0.3
Cc1ccc(NC(=O)c2ccc(NCCCN3CCOCC3)c([N+](=O)[O-])c2)cc1Cl,5.5,-2.5,-0.6,1.1,-1.4,1.1,-16.6,0.8,-2.3,8.8,-2.5
O=S(=O)(c1cc(Cl)ccc1Cl)N1CCN(Cc2ccc3c(c2)OCO3)CC1,0.3,0.9,-1.6,-0.8,0.4,-4.2,-4.3,2.3,2.9,1.6,0.8
O=C(CCSc1ccc(Cl)cc1)N1CCN(c2ncccn2)CC1,-0.3,9.3*,-0.4,5.2,0.8,-3.2,-4.9,2.9,2.4,1.4,2.2
c1csc(-c2nc(N3CCOCC3)c3ccccc3n2)c1,0.3,-1.5,-1.1,-0.5,-0.6,-5.9,5.2,0.2,0.1,-9.7,-1.4
C=C(C)COc1ccc(-c2nc(N)ncc2Oc2ccccc2OCC)c(O)c1,-9.7,0.5,-1.1,3.3,-1.0,-11.6,-0.5,0.5,1.1,-4.2,-0.4
CN1CCN(c2ccc(S(=O)(=O)N3CCOCC3)cc2NC(=O)COc2ccc(C#N)cc2)CC1,0.0,4.8,-1.4,-1.5,-2.6,-0.8,-9.8,0.0,1.9,-18.6,0.6
C=CCNC(=O)c1ccc(N(CC=C)S(C)(=O)=O)cc1,0.5,1.9,-1.1,0.8,0.8,5.9,1.5,-2.6,-0.8,12.5,-0.1
O=C(CCCOc1ccc(Cl)cc1Cl)Nc1nnc(C2CC2)s1,2.3,-1.8,0.1,0.3,0.2,-3.0,6.8,2.7,3.1,-3.4,0.4

One compound at a time, from the list above. Values in the order: NPR1 activator, SMARCA2 act, ssDAF12 agonist, GAA850 FXN act, DAX1 inh-1, NPR2 activator, sPLA2-III inh, hgDAF-12 ag, hcDAF12 agonist, ADAM10 inh, DAX1 inh-2
`C=C(C)COc1ccc(-c2nc(N)ncc2Oc2ccccc2OCC)c(O)c1` in the list: -9.7, 0.5, -1.1, 3.3, -1.0, -11.6, -0.5, 0.5, 1.1, -4.2, -0.4
`CN1CCN(c2ccc(S(=O)(=O)N3CCOCC3)cc2NC(=O)COc2ccc(C#N)cc2)CC1` in the list: 0.0, 4.8, -1.4, -1.5, -2.6, -0.8, -9.8, 0.0, 1.9, -18.6, 0.6

Compound activity deposited in PubChem BioAssay by several laboratories.
